RTF Ca sens act: increases calcium sensitivity of human cardiac regulated thin filaments | P19429+P45379 | activation, % at 7.2 µM | 340,000 tested, 0.24% active | AID 493008 | IANBD-labeled TnC RTF fluorescence at EC20 calcium; 0% EC20 calcium, 100% full calcium;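 active = activation above the mean over all tested compounds plus 3 SD, cut at about 30% in these data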;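 note: rise in fluorescence read as greater calcium sensitivity of cardiac thin filaments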
Wnt bcat act: Wnt/beta-catenin pathway activation. Wnt/beta-catenin reporter cell assay, activator, plate reader. AID 743398. activation, % at 9.35 µM. 300,000 tested, 1.2% active; in the data active = activation above about 30%, passing the limit was not always enough; inconclusive = no clear call, values can overlap the other calls;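 note: 0% = neutral control wells and 100% = positive control wells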
PvdQ acylase: blocks Pseudomonas aeruginosa PvdQ acylase activity; purified PvdQ acylase, fluorescence plate reader; inhibition, % at 10 µM; 340,000 tested, 0.063% active; in the data active = inhibition above about 30%, passing the limit was not always enough; inconclusive = no clear call, values can overlap the other calls;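 note: 0% = vehicle neutral wells and 100% = reference inhibitor wells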
MITF TRPM1 HTS: increases MITF-driven TRPM1 promoter luciferase signal | AID 588334 | 300,000 tested, 0.75% active | activation, % at 12.5 µM | SK-MEL-5 TRPM1-promoter luciferase, 24 h; % of positive control, neutral wells = 0;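 active = mean activation of at least 80% with every replicate also reaching 80%; inconclusive = mean reaches 80% but some replicate falls short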;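 note: 0% = neutral control wells and 100% = parthenolide positive control wells; values of inactives mirror those of a sister screen read the other way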
SR-BI DiI-HDL act: enhances SR-BI lipid uptake from DiI-HDL; CHO ldlA[mSR-BI] cells, DiI-HDL uptake fluorescence, 3 h; 100 = double the neutral-control signal; activation, % at 12.5 µM; 320,000 tested, 0.096% active;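 active = mean replicate activation of at least 60% and every replicate at or above 60%; inconclusive = mean or all-replicate condition met, but not both; inactive = mean below 60% and not all replicates reaching 60%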;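 note: 0% = median plate neutral-control signal and 100% = twice that signal; values of inactives mirror those of a sister screen read the other way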
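System: LDL receptor-deficient CHO ldlA cells overexpressing murine SR-BI | Timing: 3 h uptake period with compound, 37 °C | Medium: HEPES-buffered (25 mM, pH 7.4) F12 plus 0.5% BSA | Dosing: Single-point compound dose | Signal: Bottom-read fluorescence, 550/595 nm | Read-out: Retained DiI signal reflecting DiI-HDL uptake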
HTR5A ag ctr: HTR5A agonism, opioid heterodimer counter-screen. P47898. HTR5A agonist assay, luminescence, cell-based. activation, % at 9.3 µM. 340,000 tested, 0.61% active. AID 504692; in the data active = activation mostly above about 9.5%, no sharp cut-off; inactive = mostly below about 7.6%;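 note: 0% = cells with vehicle only and 100% = reference agonist; strong numbers were not always called active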
Target sequence (P47898 whole entry, looked up): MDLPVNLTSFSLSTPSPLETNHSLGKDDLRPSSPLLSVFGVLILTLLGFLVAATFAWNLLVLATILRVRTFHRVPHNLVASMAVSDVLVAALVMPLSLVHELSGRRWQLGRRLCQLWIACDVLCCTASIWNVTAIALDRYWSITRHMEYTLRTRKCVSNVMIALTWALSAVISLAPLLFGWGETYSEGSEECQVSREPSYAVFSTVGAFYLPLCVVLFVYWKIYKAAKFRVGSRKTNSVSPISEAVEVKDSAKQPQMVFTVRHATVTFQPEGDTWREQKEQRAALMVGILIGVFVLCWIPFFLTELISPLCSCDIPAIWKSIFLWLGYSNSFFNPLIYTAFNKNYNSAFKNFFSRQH
CDK5 p35 inh: CDK5/p35 (human) kinase inhibition; AID 488839; Recombinant CDK5/p35, ADP-Glo luminescence, 60 min; Q00535+Q15078; inhibition, % at 10 µM; 330,000 tested, 0.01% active;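 active = highest replicate inhibition of at least 50% and at least 75% of replicates reaching 50%; inconclusive = only one of the two criteria met; inactive = both criteria failed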;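 note: plate controls were DMSO neutral control for no effect and GW8510 at 10 µM for full effect; many of its hits are not listed in these tables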
dFosB act: mouse delta FosB homodimer activation | 340,000 tested, 0.99% active | activation, % at 25 µM | purified delta FosB, TAMRA-CDK5 oligo fluorescence polarization; percent of positive-control signal above neutral wells;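 active = mean activation above about 17%, with every replicate also reaching it, limit read from the data, passing the limit was not always enough; inconclusive = only one of the two conditions met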;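 note: fluorescence polarization rise as delta FosB binds a TAMRA Cdk5 AP-1 oligo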
Rtt109 HAT inh: C. albicans Rtt109 histone acetyltransferase inhibition; inhibition, % at 34.9 µM; purified Rtt109/Vps75, ThioGlo CoA-SH fluorescence, 4 h; 330,000 tested, 0.16% active; Q5AAJ8;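 active = inhibition of at least 50% in every replicate; inconclusive = best replicate reaches 50% inhibition but some replicates fall short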
SR-BI DiI inh: mouse SR-BI HDL lipid transfer inhibition | ldlA[mSR-BI] CHO cells, DiI-HDL uptake fluorescence, 3 h | AID 488896 | inhibition, % at 12.5 µM | 320,000 tested, 0.96% active | Q61009;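 active = mean replicate inhibition of at least 70% and a set share of replicates each scoring 70 or more; inconclusive = meets just one of the two criteria; inactive = fails both criteria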;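 note: 0% = median of neutral control wells and 100% = median of positive control wells; values of inactives mirror those of a sister screen read the other way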
Target sequence (Q61009 whole entry, looked up): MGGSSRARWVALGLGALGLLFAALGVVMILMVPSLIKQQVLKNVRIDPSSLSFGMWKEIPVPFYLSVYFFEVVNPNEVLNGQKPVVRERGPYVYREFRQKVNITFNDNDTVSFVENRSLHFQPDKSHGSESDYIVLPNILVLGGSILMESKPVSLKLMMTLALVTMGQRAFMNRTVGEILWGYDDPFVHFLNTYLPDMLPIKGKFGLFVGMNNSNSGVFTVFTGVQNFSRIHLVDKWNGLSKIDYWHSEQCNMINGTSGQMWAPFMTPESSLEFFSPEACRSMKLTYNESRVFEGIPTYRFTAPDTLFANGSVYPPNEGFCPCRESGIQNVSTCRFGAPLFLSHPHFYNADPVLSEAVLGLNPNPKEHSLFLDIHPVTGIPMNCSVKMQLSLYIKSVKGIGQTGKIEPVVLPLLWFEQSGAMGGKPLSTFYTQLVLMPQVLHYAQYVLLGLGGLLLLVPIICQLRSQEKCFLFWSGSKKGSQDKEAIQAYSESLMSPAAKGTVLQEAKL
Numbers without * were called inactive; ? = inconclusive; / = no result given. Hits appear at their usual frequency (roughly 4.4% active in at least one column).

SMILES	RTF Ca sens act	Wnt bcat act	PvdQ acylase	MITF TRPM1 HTS	SR-BI DiI-HDL act	HTR5A ag ctr	CDK5 p35 inh	dFosB act	Rtt109 HAT inh	SR-BI DiI inh
COc1ccc(N(CC(=O)NC2CCS(=O)(=O)C2)S(=O)(=O)c2ccc(Cl)c(Cl)c2)cc1 (stereo unspecified)	-7	1	-2	-2	23	3	0.0	43*	12	-23
O=C(N/N=C/c1ccco1)c1cccc(NC(=O)c2ccccc2Cl)c1	-3	-3	-6	3	-29	2	2.3	-4	0	29
Cc1ccc(C(=O)N2CCCC(CCC(=O)N3CCN(c4ccccn4)CC3)C2)s1 (stereo unspecified)	0	-2	2	9	7	6	2.0	1	-4	-7
Fc1ccc(NC(=S)NCCc2ccc(Cl)cc2)cc1	-5	5	7	17	-10	7	0.0	-6	3	10
COc1ccc(CNC(=O)C2=C(C)C(=O)OC23CCC(C)CC3)cc1 (stereo unspecified)	0	-4	-8	-3	7	2	-0.1	-8	-1	-7
COc1ccc(OCC(=O)Nc2ccc(N3CCC(C)CC3)cc2)cc1	2	4	-7	-5	-66	1	-4.6	-15	-9	66
COc1ccccc1-n1c(SCC(=O)O)nc2c(sc(=S)n2-c2ccccc2C)c1=O	8	1	1	2	29	-1	0.2	6	-3	-29
CCOc1ccc(C2/C(=C(/O)c3ccc4c(c3)CC(C)O4)C(=O)C(=O)N2CCCn2ccnc2)cc1 (stereo unspecified)	2	1	14	3	17	5	0.4	-1	15	-17
CCN1C(=O)/C(=C/C=C2/CCCN2C)OC1=S	32*	?	-6	41	-15	1	-0.2	-8	-9	15
O=Cc1nc(-c2ccccc2Cl)n2ccccc12	2	-1	-3	-7	-9	-2	-0.3	-4	1	9
O=C(CCNC(=O)c1ccccc1Cl)NCc1cccnc1	5	-2	6	-6	20	-4	0.5	4	6	-20
CC(C)Cn1nc(NC(=O)C2CCCO2)c2cc3ccccc3nc21 (stereo unspecified)	4	/	-14	2	-22	-3	-0.6	-11	-77	22
COc1cccc(NC(=S)N2CCCC2c2ccc(OC)c(OC)c2)c1 (stereo unspecified)	10	1	-10	33	-10	2	1.0	-3	15	10
CCOC(=O)[C@@H]1[C@H]2COc3ccccc3[C@@H]2N2C(=O)N(c3ccc(Cl)cc3)C(=O)[C@@]12C	3	-3	-1	3	-31	3	-2.3	-1	9	31
N#Cc1c(NC(=O)CSc2n[nH]c(N)n2)oc(-c2ccccc2)c1-c1ccccc1	-4	/	-17	-5	22	-2	0.0	-1	10	-22
COc1ccc(NC(=O)CN2CCN(c3ccc(C)cc3C)CC2)cc1	-4	-1	-12	-2	3	0	1.7	-1	0	-3
Cc1cc(C)c2c(CN3CCN(Cc4ccccc4)CC3)cc(=O)oc2c1C	4	1	-7	1	13	-1	-2.7	-12	9	-13
O=C(NNC(=O)c1ccco1)c1cccc([N+](=O)[O-])c1	-4	/	-10	-2	14	2	0.1	4	-6	-14
Cc1ccc(/C=N/NC(=O)CSc2nc3ccccc3s2)o1	1	3	-11	0	-6	0	0.6	-1	6	6
Cc1csc(/C(=N\O)c2csc(C)n2)n1	3	-2	1	-1	31	-2	4.0	2	/	-31
CC1(C)Cc2ccccc2-c2nc3n(c(=O)c21)CCCS3	/	-5	0	4	-3	/	1.1	-10	25	3
O=C1C(Cc2c[nH]c3ccccc23)NC(=S)N1Cc1ccccc1 (stereo unspecified)	/	-3	-4	-1	15	/	-0.5	-1	6	-4
CCOc1ccccc1N1CC(C(=O)NC2CCCCCC2)CC1=O (stereo unspecified)	-4	2	10	3	13	-2	-2.4	-2	10	-13
O=C(Nc1ccc(Cl)c(S(=O)(=O)N2CCCCC2)c1)C1=COCCO1	-2	-2	4	6	18	5	0.4	-8	52*	-18
O=C(COC(=O)c1cccc(S(=O)(=O)N2CCc3ccccc32)c1)Nc1ncc(C(F)(F)F)cc1Cl	9	-3	6	-12	-12	-1	0.9	-9	11	12
COc1ccc(CN(C)C(=O)C2CSC3(C)CCC(=O)N23)cc1 (stereo unspecified)	11	0	-14	-5	-3	1	-0.2	-6	-8	3
CCCN(CCC)CCCNC(=O)c1cn(C)c2ccc(S(=O)(=O)N(C)C3CCCCC3)cc2c1=O	-3	-1	-4	7	14	1	0.3	-4	-8	-14
COc1ccc(C2/C=C\CN(CC3CC3)CC(=O)N2Cc2ccc(F)cc2)cc1 (stereo unspecified)	7	-1	-24	-1	1	-1	-5.9	-5	-10	-1
CC1CC(C)CN(c2ccc(-n3cnnn3)cc2[N+](=O)[O-])C1 (stereo unspecified)	1	/	-15	-28	/	2	-2.1	-1	-6	56
O=C(N/N=C/c1cn(-c2ccccc2)nc1-c1cccs1)c1ccc(Cl)cc1	-9	5	3	29	-39	2	0.8	-1	-2	39
COC(=O)COc1cc(OCC(=O)OC)c2c(-c3ccccc3)cc(=O)oc2c1	1	-1	-17	/	15	-1	-0.6	-12	3	-15
Cc1ccc(C(=O)N/N=C/c2nc3ccccc3n2C)cc1	0	0	11	38	-50	6	-0.1	-4	-6	50
O=C(NCc1ccccc1)c1cccc(COc2ccc(Cl)cc2)c1	0	17	-9	38	-16	3	-0.2	-3	-11	16
COCCn1c(=O)c2c(nc3n2CCCN3Cc2ccccc2)n(C)c1=O	6	-2	-6	2	14	-1	-1.1	3	-6	-14
O=C(Nc1ccc(S(=O)(=O)N2CCCC2)cc1)C1CC(=O)N(c2ccccc2)C1 (stereo unspecified)	4	-1	-11	-3	-15	8	1.0	-1	-4	15
COC(=O)CNC(=O)c1cccs1	4	-10	-5	-4	9	2	1.7	-1	-8	-9
COc1ccc(-c2noc(C3CCCN(C(=O)c4c(F)cccc4F)C3)n2)cc1OC (stereo unspecified)	-3	3	12	23	-11	1	1.9	-18	19	11
N#C/C(=C(/O)COC(=O)Cc1c[nH]c2ccccc12)c1nc2ccccc2[nH]1	9	0	4	/	-21	5	-1.6	-10	6	21
Cc1cc2c(cc1S(=O)(=O)N1CCN(c3cccc(C(F)(F)F)c3)CC1)OCC(=O)N2	-3	4	-4	-14	-22	1	-2.6	10	2	22
CCC(C)NC(=O)Nc1ccc2c(c1)N(C)C(=O)c1ccccc1S2 (stereo unspecified)	1	-3	5	-4	8	10	0.3	-5	29	-8
COc1ccc(NC(=O)CN(C)C(=O)C(Sc2ccccc2)c2ccccc2)cc1 (stereo unspecified)	-3	-4	-14	-2	-6	0	-2.2	-15	5	6
O=C(COC(=O)c1cccnc1Cl)Nc1nc(-c2ccccc2)cs1	2	/	-15	15	1	6	1.7	-7	1	-1
COC(=O)c1ccc(CN=C(NS(=O)(=O)c2ccccc2)c2ccccc2)cc1	-5	-4	-8	-4	-5	7	0.7	-3	-7	5
Cc1ccc(C(=O)NCc2ccco2)cc1S(=O)(=O)Nc1cccc(C)c1C	-3	/	-17	-9	18	3	-0.2	-10	-5	-18
CC(=O)Nc1nc2cc3c(cc2s1)OCCO3	2	?	7	/	15	2	3.2	3	-7	-15
CCOc1ccccc1NC(=O)c1cc(C(=O)Nc2ccccc2OCC)cc(N2C(=O)CCC2=O)c1	-3	-7	-14	3	3	-2	-0.1	-3	1	-3
CC1(C)CC2CC(C)(CN2C(=O)C23CCC(C)(C(=O)C2)C3(C)C)C1 (stereo unspecified)	0	-3	11	1	25	2	-0.7	-5	9	-25
CN1CCN(c2ccc(S(=O)(=O)N3CCCCC3)cc2N)CC1	0	4	-8	5	-8	5	-2.1	-7	-5	8
COc1ccc(NC(=O)CC2C(=O)NC3CCCCC3N2C(=O)c2ccc(F)cc2)cc1 (stereo unspecified)	-5	-1	6	0	6	4	0.3	-12	4	-6
CNC(=O)CSc1nc2ccccc2c(=O)n1C1CCCCC1	-1	3	-5	/	-5	2	-0.9	1	3	5
COc1cc(C(=S)NCc2ccccc2)cc(Br)c1O	3	1	3	-4	-2	-3	0.2	-3	7	2
O=S(=O)(c1ccc(F)cc1)c1nc(-c2ccccc2)oc1N1CCOCC1	-1	-4	-9	1	-9	3	-0.4	-1	15	9
Cn1c(C(=O)NCc2cccs2)cc2oc3ccccc3c21	-8	11	9	41	-29	2	-0.4	2	-9	29
CCNC(=S)N/N=C/c1ccc(-c2ccccc2)o1	-3	/	0	25	-28	-2	-2.7	-3	8	28
COc1ccc(Sc2ccc(/C=C3\C(=O)NN(c4ccccc4)C3=O)o2)cc1	0	/	-11	-6	-18	-1	1.1	-13	0	18
Cc1c(NC(=O)c2cc(-c3ccc(Cl)cc3)on2)c(=O)n(-c2ccccc2)n1C	-5	-4	7	-6	-21	-8	0.2	-6	-10	21
O=C(c1ccccc1F)N(NC(=O)C(O)(c1ccccc1)c1ccccc1)c1ccccc1	0	/	0	3	14	-4	0.2	0	2	-14
Cc1cc(NC(=O)CCN2CCC(C)CC2)ccc1Br	4	0	-6	-2	6	6	-0.3	-5	2	-6
Cn1c(CNC(=O)c2ccco2)nnc1SCC(=O)c1ccc(F)cc1	5	-1	-12	5	32	-2	-0.8	4	-10	-32
COc1ccccc1NS(=O)(=O)c1cc(NC(=O)c2cc(=O)[nH]c3ccccc23)ccc1N1CCOCC1	-4	-6	-1	-3	/	2	0.1	13	6	/

More results follow.
SMILES	RTF Ca sens act	Wnt bcat act	PvdQ acylase	MITF TRPM1 HTS	SR-BI DiI-HDL act	HTR5A ag ctr	CDK5 p35 inh	dFosB act	Rtt109 HAT inh	SR-BI DiI inh
O=C(Cc1ccccc1)Nc1ccc(NC(=O)c2ccco2)cc1	-3	3	4	48	/	6	-1.1	5	8	/
Cn1c(=O)c2[nH]c(SCCN3CCOCC3)nc2n(C)c1=S	5	0	8	7	21	-2	3.4	6	-12	-21
COc1ccccc1/C=N/NC(=O)c1csc(C)c1C	-5	9	-9	19	-34	2	0.7	-5	-3	34
CCSC1=N/C(=C\c2ccc(OC)cc2)C(=O)N1	1	1	-6	9	-34	3	/	-8	?	34
O=C(CSC1=NS(=O)(=O)c2cc(F)ccc2N1)NCCc1ccccc1	5	4	-6	7	29	2	1.1	2	-7	-29
Cc1snc(SCC(=O)c2ccc(Cl)cc2)c1C#N	4	/	13	126*	-9	10	0.0	-3	-3	9
CCNC(=S)N1CCN(CCN2C(=O)c3cccc4cccc(c34)C2=O)CC1	0	-6	3	2	-6	3	1.2	10	10	58
Cc1cc(NC(=O)c2ccccc2)ncc1NC(=O)c1ccco1	4	38*	-13	32	-15	-4	10	0	0	15

Entries of single compounds, quoted from the list. Screens in order: RTF Ca sens act | Wnt bcat act | PvdQ acylase | MITF TRPM1 HTS | SR-BI DiI-HDL act | HTR5A ag ctr | CDK5 p35 inh | dFosB act | Rtt109 HAT inh | SR-BI DiI inh
`Cc1snc(SCC(=O)c2ccc(Cl)cc2)c1C#N` reads 4 | / | 13 | 126* | -9 | 10 | 0.0 | -3 | -3 | 9
`O=C(Cc1ccccc1)Nc1ccc(NC(=O)c2ccco2)cc1` reads -3 | 3 | 4 | 48 | / | 6 | -1.1 | 5 | 8 | /

High-throughput results (PubChem BioAssay)
